Screens (PubChem)
CHT PAM – allosteric activators of human choline transporter CHT; B-score at 10 µM; hit rate 0.49% among 310,000; AID 488977; CHT-expressing cells, membrane potential dye, choline EC20; stronger effect = higher value; LV-AA mutant CHT in HEK293 cells; Q9GZV3;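 active = initial fluorescence not abnormally high and integrated response B-score, plate-corrected, over 3 SD above library mean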
Target sequence (Q9GZV3 whole entry, looked up): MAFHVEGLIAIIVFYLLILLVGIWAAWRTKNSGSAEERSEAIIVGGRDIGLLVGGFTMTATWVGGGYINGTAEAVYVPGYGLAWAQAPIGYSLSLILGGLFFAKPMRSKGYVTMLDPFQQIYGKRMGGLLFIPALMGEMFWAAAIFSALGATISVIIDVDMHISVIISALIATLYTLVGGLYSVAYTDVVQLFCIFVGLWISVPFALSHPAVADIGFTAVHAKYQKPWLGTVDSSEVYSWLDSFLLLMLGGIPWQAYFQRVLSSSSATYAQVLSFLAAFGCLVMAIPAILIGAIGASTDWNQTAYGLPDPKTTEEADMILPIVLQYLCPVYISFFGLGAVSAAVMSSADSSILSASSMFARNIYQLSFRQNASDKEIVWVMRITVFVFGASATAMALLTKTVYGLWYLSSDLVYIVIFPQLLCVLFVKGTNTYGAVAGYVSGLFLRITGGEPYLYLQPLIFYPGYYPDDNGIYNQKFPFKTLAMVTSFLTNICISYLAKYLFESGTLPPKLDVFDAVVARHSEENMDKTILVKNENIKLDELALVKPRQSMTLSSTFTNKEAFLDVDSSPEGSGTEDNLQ
OX1R antag – antagonists of human orexin 1 receptor; CHO/OX1R cells, Fluo-8 calcium fluorescence, orexin A; inhibition, % at 5 µM; hit rate 0.43% among 330,000; AID 434989;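 active = inhibition above its plate's threshold, mean inhibition of all tested compounds on the plate plus 3 SD, cut at about 37% in these data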;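 note: 0% = orexin A challenge wells and 100% = SB-334867-A antagonist wells; not every result past the cut was called active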
Target sequence (O43613 whole entry, looked up): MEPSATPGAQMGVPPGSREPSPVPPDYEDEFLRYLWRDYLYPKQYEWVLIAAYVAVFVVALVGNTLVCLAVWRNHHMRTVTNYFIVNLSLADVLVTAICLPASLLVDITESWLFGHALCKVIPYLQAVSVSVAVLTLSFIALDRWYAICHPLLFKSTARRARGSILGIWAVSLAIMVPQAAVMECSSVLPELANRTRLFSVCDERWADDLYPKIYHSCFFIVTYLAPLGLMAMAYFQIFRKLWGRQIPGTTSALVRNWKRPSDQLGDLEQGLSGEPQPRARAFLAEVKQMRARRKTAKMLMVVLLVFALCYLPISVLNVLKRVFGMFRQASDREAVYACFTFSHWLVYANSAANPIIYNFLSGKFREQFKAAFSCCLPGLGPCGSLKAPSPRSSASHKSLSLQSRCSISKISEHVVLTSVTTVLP
* = called active by the depositor; i = inactive; nt = no result given.

SMILES | CHT PAM | OX1R antag
CCCCNCC(=O)Nc1ccc(NC(=O)CNCCCC)cc1 | i | -10
Cc1ccc(N2CC(O)(c3cccs3)[N+]3=C2CCCC3)cc1 (stereo not drawn) | i | -11
CC(=O)c1cccc(OCC(=O)Nc2ccccc2N2CCOCC2)c1 | nt | -11
Cc1nc(C)c(C(=O)N/N=C/c2ccco2)s1 | i | -11
O=C(NCC(=O)N(c1ccc(F)cc1)C(C(=O)NCC1CCCO1)c1ccccc1)c1ccco1 (stereo not drawn) | i | -22
N#Cc1ccccc1NC(=O)CSc1n[nH]c(-c2ccco2)n1 | i | 0
COc1cccc(OCc2nnc(SCC(=O)NCc3ccco3)n2C)c1 | i | -33
O=C(CSc1ccc(Cl)cc1)NCC1CCCO1 (stereo not drawn) | i | -18
O=C(CSc1nnc(-c2ccncc2)o1)Nc1ccccc1Cl | i | -18
CC(=O)Nc1ccc(S(=O)(=O)Oc2cccc(N3C(=O)C4CC=CCC4C3=O)c2)cc1 (stereo not drawn) | i | -2
O=C(CSC(=S)N1CCOCC1)Nc1ncc2c(n1)CCCC2=O | i | 0
COc1ccc(CNc2cc(C)ccc2C)c(OC)c1OC | i | -25
NC(=O)C1CCN(C(=O)CCNS(=O)(=O)c2cc(Br)cnc2N)CC1 | i | 2
CC(=O)c1cccc(NC(=O)NCCc2c[nH]c3ccccc23)c1 | i | -9
CCC1Sc2ccc(S(=O)(=O)CCC(=O)Nc3ccccc3Cl)cc2NC1=O (stereo not drawn) | i | -17
Cc1cccc(NC2=Nc3ccccc3N3C2=Nc2c(c(C)nn2-c2ccccc2)C3c2ccc(O)c(O)c2)c1 (stereo not drawn) | i | -2
COc1ccc(Br)cc1C1N2CC3(C)CN1CC(C)(C2)C3=O (stereo not drawn) | i | -4
CS(=O)(=O)N1N=C(c2ccccc2)CC1c1ccc2nccnc2c1 (stereo not drawn) | i | -16
CCn1c(=O)c(C(=O)NCc2ccccn2)c(O)c2ccccc21 | i | -27
O=C(NCCc1ccc(Cl)cc1)C1=CC=CN2CCS(=O)(=O)N=C12 | nt | -16
O=C(COC(=O)CN1C(=O)NC2(CCCC2)C1=O)Nc1ccc(C(F)(F)F)cc1[N+](=O)[O-] | i | -18
COC(=O)COc1ccc(C2NC(=O)NC(c3ccccc3)=C2C(C)=O)cc1Br (stereo not drawn) | i | -20
COc1ccc(CNC(=O)C(OC(=O)c2cccs2)C(C)C)cc1 (stereo not drawn) | i | -16
Cc1cc(C(=O)OCC(=O)c2c(N)n(C)c(=O)n(C)c2=O)c(C)n1-c1ccccc1 | i | -5
Fc1ccc2nc(N3CCCCC3)sc2c1 | i | -8
CCCCCCCCS(=O)C1CS(=O)(=O)CC1O (stereo not drawn) | i | 0
CNNC(=S)Nc1ccc(Cl)cc1 | i | -15
Cc1ccccc1C(=O)N1CCN(c2ccc([N+](=O)[O-])c(NCc3ccco3)c2)CC1 | i | -26
CCOCCc1nnc(NC(=O)C2CCN(C(=O)c3ccco3)CC2)s1 | i | -7
O=C(CSc1nnc(-c2ccc(O)cc2)o1)Nc1ccccc1 | i | 7
O=C(Nc1cccc(Cl)c1)c1ccccc1 | i | -17
O=C(NCc1cccs1)C1CCN(c2nc3ccccc3o2)CC1 | i | -19
CC(NCc1cc(Br)ccc1OCC(N)=O)C12CC3CC(CC(C3)C1)C2 (stereo not drawn) | 11* | -49
COc1ccc(C(=O)O/N=C(\N)c2ccccc2)c(OC)c1 | i | -33
CCC(C)C(=O)Nc1cccc(SC)c1 (stereo not drawn) | i | -25
NC(=O)NC1CCCc2c1[nH]c1ccc(Cl)cc21 (stereo not drawn) | i | -12
COc1cccc(OC)c1C(=O)OCC(=O)Nc1cccnc1Cl | i | -8
COc1cccc(C2(CSc3nnc(-c4cc(OC)c(OC)c(OC)c4)o3)OCCO2)c1 | i | -18
COc1ccc(N2CCN(C(=O)COC(=O)c3ccc(CSC)o3)CC2)cc1 | nt | -5
O=C(N=C1SC2CS(=O)(=O)CC2N1c1ccc(Cl)c(Cl)c1)C1CCCO1 (stereo not drawn) | i | -22
COC(=O)c1cc2c(ccn2-c2ccc(F)cc2)n1CC(=O)OC(C)C | i | -41
COc1cccc(NCc2cc3c(C(C)(C)C)nn(-c4ccccc4)c3[nH]c2=O)c1 | i | -46
OCCNC(=S)Nc1cccc(Cl)c1Cl | i | -1
CN1CCc2c(sc3c2C(=O)NC(c2ccccc2)N3)C1 (stereo not drawn) | i | 0
O=C(CSc1nnc(CNC(=O)c2ccccc2F)o1)NC1CCCC1 | i | -14
Cc1ccc(-c2csc3ncnc(Sc4nnc(CN5CCCCCC5=O)o4)c23)cc1 | i | -22
O=C(CSc1nc2cc(Cl)ccc2c(=O)n1Cc1ccco1)Nc1ccc(S(=O)(=O)N2CCOCC2)cc1 | i | 9
CC(C)[C@H](NC(=O)c1ccc(Br)cc1)C(=O)NC1CCCCC1 | nt | -22
CCC(C)NS(=O)(=O)c1ccc(NC(=O)c2cccs2)cc1 (stereo not drawn) | i | 6
O=C1CCCN2N=C(SCC(=O)Nc3cccc(Cl)c3)SC2=N1 | i | -17
CCN(CC)CCNC(=O)c1cn(CC)c2ccc(S(=O)(=O)N(C)C3CCCCC3)cc2c1=O | i | -10
CC(NC(=O)Nc1ccccc1O)(C(F)(F)F)C(F)(F)F | i | -7
COc1cc(C(=O)N2CCN(C(=O)Cc3ccccc3)CC2)cc(OC)c1OC | i | -8
O=c1oc(/C=C/c2ccc([N+](=O)[O-])s2)nc2ccccc12 | i | -5
Cc1ccc(N(CC(=O)N2CCCC2)S(C)(=O)=O)cc1C | i | -18
CC(C)Oc1ccc(/C=N/NC(=O)c2ccc(N(Cc3ccccc3)S(C)(=O)=O)cc2)cc1 | i | -9
CC(C)(C)OC(=O)CNC(=O)c1nc[nH]c1C(=O)NCc1ccccc1 | i | -24
COc1cc(S(=O)(=O)Nc2ccc3cn[nH]c3c2)ccc1Cl | i | -10
Clc1ccc(SCCn2cncn2)cc1 | i | -10
O=C(N[C@H]1C/C=C\C[C@@H](CC(=O)N(CCO)Cc2ccccc2)C(=O)N2CCC[C@@H]2COC1=O)OCC1c2ccccc2-c2ccccc21 | nt | -27

Additional results.
SMILES | CHT PAM | OX1R antag
Cc1cc(CNC(=O)Cc2ccccc2)c2ccccc2n1 | i | -17
CCOC(=O)c1ccc2c(c1)C(=O)N(C1CCCCC1)C2=O | i | -19
COC(=O)Cn1cc(C(=O)C(F)(F)F)c2ccccc21 | i | -18
CC(C)(C)c1ccc(C(=O)NCC2CCCN2S(=O)(=O)c2ccccc2)cc1 (stereo not drawn) | i | -32
CCNC(=S)NNC(=O)c1ccccc1OC(F)F | i | -24
O=C(CSc1nnc(CNC(=O)c2c(F)cccc2Cl)o1)NC1CCCC1 | i | -11
Cc1nonc1OCCn1nnnc1N | i | 2
CCOC(=O)C(=O)NCC(c1cccs1)S(=O)(=O)c1ccc(Cl)cc1 (stereo not drawn) | i | -8
CNC(=O)C1CC(=O)N(CCCc2ccccc2)C(=Nc2ccccc2)S1 (stereo not drawn) | i | -11
O=C(O)CCCCCN1C(=O)/C(=C/c2ccncc2)SC1=S | i | 1
COc1cc(OC)cc(C(=O)NNC(=S)Nc2ccc(S(N)(=O)=O)cc2)c1 | i | -11
O=C1NCCN1Cc1ccc(Cl)cc1 | i | -17
COc1ccc(N(CC(=O)NN=C2CCCC2)S(=O)(=O)c2ccccc2)cc1Cl | i | -17
O=C(c1ccccc1)N1CCN(C(=O)c2cc3ccccc3o2)CC1 | i | -26
CC(=O)NS(=O)(=O)c1ccc(NC(=O)[C@@H]2CCCN2S(=O)(=O)c2ccc(Cl)cc2)cc1 | nt | -1
O=C(CN(CCO)c1ccccc1)Nc1cccc(S(=O)(=O)N2CCCC2)c1 | i | -5
CCN(C(=O)C(C)OC(=O)c1nn(-c2ccccc2C(F)(F)F)cc1O)c1ccccc1 (stereo not drawn) | nt | -4
CCOC(=O)CSc1ncnc2c1c(-c1ccccc1)cn2-c1ccc(OC)cc1 | i | -5
COc1cc(/C=C2/NC(=O)NC2=O)ccc1OCC(=O)Nc1ccc(F)cc1 | i | -9
Cc1cc(C)n(-c2nnc(N3CCN(c4ccc(F)cc4)CC3)nn2)n1 | i | -8
Cc1sc2nc3c(SC(C)C(=O)O)cc(C(=O)c4ccccc4O)cn3c(=O)c2c1C (stereo not drawn) | i | -2
O=C(O)c1c(-c2ccccc2)nnc2ccccc12 | i | -20
COc1c(C)cc(Br)cc1C(=O)Nc1ccccc1N1CCN(C(=O)c2ccccc2)CC1 | i | -34
Cc1cccc2cc3c(NC(=O)CC(C)C)nn(C)c3nc12 | i | -14
CCNC(=O)COC(=O)COc1ccc(Cl)cc1C | i | -13
CCCn1c(C)cc(/C=C(\C#N)C(=O)OCC(=O)NC(=O)NCC)c1C | i | -28
CC(=O)c1ccc(NC(=S)NN2C(C)CCCC2C)cc1 (stereo not drawn) | i | -11
Cc1ccc(C(C[N+](=O)[O-])c2c(N)n(C)c(=O)n(C)c2=O)cc1 (stereo not drawn) | i | -32
CC(=O)c1ccc(NC(=O)CN2CCCCCC2)cc1 | i | -5
CC(=O)c1ccc(NC(=S)N2CCN(S(=O)(=O)c3ccc(F)cc3)CC2)cc1 | i | -9

For reference, 17 of the compounds above.
SMILES | CHT PAM | OX1R antag
O=C(c1ccccc1)N1CCN(C(=O)c2cc3ccccc3o2)CC1 | i | -26
CC(=O)NS(=O)(=O)c1ccc(NC(=O)[C@@H]2CCCN2S(=O)(=O)c2ccc(Cl)cc2)cc1 | nt | -1
O=C(CN(CCO)c1ccccc1)Nc1cccc(S(=O)(=O)N2CCCC2)c1 | i | -5
CCN(C(=O)C(C)OC(=O)c1nn(-c2ccccc2C(F)(F)F)cc1O)c1ccccc1 (stereo not drawn) | nt | -4
CCOC(=O)CSc1ncnc2c1c(-c1ccccc1)cn2-c1ccc(OC)cc1 | i | -5
COc1cc(/C=C2/NC(=O)NC2=O)ccc1OCC(=O)Nc1ccc(F)cc1 | i | -9
Cc1cc(C)n(-c2nnc(N3CCN(c4ccc(F)cc4)CC3)nn2)n1 | i | -8
Cc1sc2nc3c(SC(C)C(=O)O)cc(C(=O)c4ccccc4O)cn3c(=O)c2c1C (stereo not drawn) | i | -2
O=C(O)c1c(-c2ccccc2)nnc2ccccc12 | i | -20
COc1c(C)cc(Br)cc1C(=O)Nc1ccccc1N1CCN(C(=O)c2ccccc2)CC1 | i | -34
Cc1cccc2cc3c(NC(=O)CC(C)C)nn(C)c3nc12 | i | -14
CCNC(=O)COC(=O)COc1ccc(Cl)cc1C | i | -13
CCCn1c(C)cc(/C=C(\C#N)C(=O)OCC(=O)NC(=O)NCC)c1C | i | -28
CC(=O)c1ccc(NC(=S)NN2C(C)CCCC2C)cc1 (stereo not drawn) | i | -11
Cc1ccc(C(C[N+](=O)[O-])c2c(N)n(C)c(=O)n(C)c2=O)cc1 (stereo not drawn) | i | -32
CC(=O)c1ccc(NC(=O)CN2CCCCCC2)cc1 | i | -5
CC(=O)c1ccc(NC(=S)N2CCN(S(=O)(=O)c3ccc(F)cc3)CC2)cc1 | i | -9

Further records
SMILES | CHT PAM | OX1R antag
Cc1cc(C)nc(N/N=C/c2ccc(Cl)cc2)n1 | i | -14
Cc1cc(C)n2nc(C(=O)OCC(=O)NCc3ccc(Cl)cc3)nc2n1 | nt | -12
Fc1ccc(CNCc2ccccc2C(F)(F)F)cc1 | i | -13
O=[N+]([O-])c1ccc2nc(N3CCCC3)sc2c1 | i | -9
CSc1nnc(Cn2c(=O)sc3ccccc32)n1-c1cccc(Cl)c1 | i | -6
CCOC(=O)c1sc(NC(=S)NC(=O)c2ccccc2Cl)c(C(=O)OCC)c1C | i | -21
COc1ccccc1CNC(=O)c1cc2c(=O)[nH]c3ccccc3c2n1C | i | -24
CSc1ccc(S(=O)(=O)NCC(=O)OC2CCOC2=O)cc1[N+](=O)[O-] (stereo not drawn) | i | -13
CC(C)(C)c1ccc(C(=O)Nc2ccc3c(c2)C(=O)NC3=O)cc1 | i | -6
CC(=O)OCC(=O)NCc1ccc2c(c1)OCO2 | i | -17
O=C(O)c1ccc(CNC(=O)c2ccc(Br)o2)cc1 | i | -7
CCN(CC(=O)NCc1ccc(Cl)cc1)C(=O)COc1cccc(Cl)c1 | i | -39
CCOC(=O)C(=O)Nc1ccccc1C#N | i | -18
CC(/C=C/c1ccccc1)=N\NC(=O)c1ccncc1 | i | -8
O=C(Cc1ccccc1)NCC(=O)OCC(=O)c1ccc(Cl)cc1 | i | -10
COc1cccc(NC(=O)N2CCCC(C(=O)NC3CCCCC3C)C2)c1 (stereo not drawn) | i | -25
CCN(C(=O)CCCC(=O)N(CC)c1ccccc1)c1ccccc1 | i | -8
O=C(NCc1ccco1)c1csc2c1CCCC2 | i | -26
COc1cc(C(=S)N2CCCC2)cc(Cl)c1OCC(=O)Nc1ccc(C)cc1C | i | -25
CCc1ccc(C2CC(c3ccc(C)cc3)Nc3nc(N)nn32)cc1 (stereo not drawn) | i | -22
COc1cccc(CN2CCC(Oc3ccc(C(=O)N4CCCCC4)cc3)CC2)c1O | i | -19
CCN(C(=O)CSc1nc2c(cnn2-c2ccccc2)c(=O)[nH]1)C1CCS(=O)(=O)C1 (stereo not drawn) | i | -3
O=c1[nH]c(C2CCCN(S(=O)(=O)Cc3ccccc3)C2)nc2c1nnn2Cc1cccc(Cl)c1 (stereo not drawn) | i | -38
Cc1ccc(NC(=O)CCn2c(=O)c3cccn3c3ccccc32)cc1C | i | -10
CO/N=C(/C(=O)N[C@@H]1C(=O)N2C(C(=O)O)=CCS[C@H]12)c1cnc(N)s1 | i | -2
C/C(=N\NC(=O)CC1N=C(Cc2ccccc2)NNC1=O)c1ccc(Br)cc1 (stereo not drawn) | i | -21
CCn1nc(NS(=O)(=O)c2ccccc2[N+](=O)[O-])c2cc3ccc(C)cc3nc21 | i | -13
O=C(NC(=S)NCc1cccnc1)c1cc2ccccc2o1 | i | -15
COC(=O)c1cc(=O)n(Cc2ccc(OC)cc2)c(=NCc2ccc(OC)cc2)s1 | i | -8
CC(=O)Nc1ccc(C(=O)NN2C(=O)c3ccccc3C2=O)cc1 | i | -4
O=C(CSc1nnnn1C1CCCCC1)N1CCN(C(=O)c2ccco2)CC1 | i | -10
